FUS suppressor – qHTS for Suppressors of FUS Proteinopathy: Primary screen using FUS-linked yeast assay; Potency, µM (highest dose often 76.6 µM), without a hit: top-dose growth rescue (activation), most hits filed as activators; actives 0.24% (n = 390,000); S. cerevisiae FUS-expressing, growth rescue, OD600, 24 h;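 note: potency is the fitted concentration of half-maximal effect; plate controls were DMSO vehicle for no effect and reference control for full effect; nearly all actives have a fitted effect of over 55% in size; some results filed as inactive show a strong effect at the top dose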
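FUS-expressing yeast, raffinose-pregrown, induced in 2% galactose minimal medium at OD 0.005; compounds in a dilution series, 24hr at 30C. Growth restoration read as absorbance at 600 nm. CP55940 positive control, DMSO negative.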
IL2 activator – qHTS of IL-2 Activators; IL-2 activation reporter assay, cell-based qHTS; stimulated with anti-CD3/CD4/CD28 beads; in transgenic mouse T cells; activation, % (series mostly up to about 46 µM); actives 0.065% (n = 360,000); in the data active = activation above about 50%; inconclusive = mostly about 30% to 49%; note: 0% is about no effect
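Readout: EGFP and DsRed signals by fluorescent plate cytometry. Unstimulated transgenic mouse T cells received compound 60 min before antibody-bead stimulation, then incubated 18 h at 37 degrees C.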
Abeta yeast res – qHTS for compounds that reverse cellular toxicity of Amyloid beta (A-beta) peptide in yeast: Primary Screen | AID 1347071, 2019 | actives 0.063% (n = 410,000) | yeast expressing A-beta42, growth rescue, OD600, 48 h; response scale: 0% DMSO, 100% iron-clioquinol control | Potency, µM (titrated, usually from 46.1 µM), without a hit: at the highest dose growth rescue, hits mostly activators; note: potency is the fitted concentration of half-maximal effect; nearly all actives have a fitted effect of over 55% in size
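Growth rescue measured by 600 nm absorbance after 48 h yeast culture at 30 C with compound. Values normalized between DMSO and an equimolar ferric chloride plus clioquinol control.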
PLK1 PBD block – qHTS for Inhibitors of PLK1-PDB (polo-like kinase 1 - polo-box domain): Primary Screen | Serine/threonine-protein kinase PLK1 (Homo sapiens), P53350 | Plk1 PBD binding of FITC phosphopeptide, fluorescence polarization | Potency, µM, for inactives: max response, negative = inhibition, usual class: inhibitors | actives 2.8% (n = 360,000) | AID 720504, 2013; note: potency is the fitted concentration of half-maximal effect; series mostly up to about 57 µM; % is set by controls: 0 for no effect and ±100 for the full control effect; nearly all actives have a fitted effect of over 65% in size
Target sequence (P53350 whole entry, looked up, the tested form may be a part): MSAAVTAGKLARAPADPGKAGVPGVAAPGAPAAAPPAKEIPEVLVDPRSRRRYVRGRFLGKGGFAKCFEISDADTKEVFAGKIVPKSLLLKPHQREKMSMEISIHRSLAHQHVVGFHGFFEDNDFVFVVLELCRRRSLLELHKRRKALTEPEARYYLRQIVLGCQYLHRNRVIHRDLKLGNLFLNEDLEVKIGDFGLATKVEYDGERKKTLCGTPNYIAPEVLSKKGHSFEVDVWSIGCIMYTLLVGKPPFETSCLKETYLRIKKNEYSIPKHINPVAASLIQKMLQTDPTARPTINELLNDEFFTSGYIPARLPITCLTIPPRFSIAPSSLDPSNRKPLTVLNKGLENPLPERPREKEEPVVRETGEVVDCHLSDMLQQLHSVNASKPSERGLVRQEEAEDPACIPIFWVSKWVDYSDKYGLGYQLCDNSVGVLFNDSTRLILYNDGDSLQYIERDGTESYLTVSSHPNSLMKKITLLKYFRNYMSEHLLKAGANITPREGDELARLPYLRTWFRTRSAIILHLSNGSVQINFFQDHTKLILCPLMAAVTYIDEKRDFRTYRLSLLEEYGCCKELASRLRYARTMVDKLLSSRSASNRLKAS
PI5P4K alpha inh – qHTS for Inhibitors of phosphatidylinositol 5-phosphate 4-kinase (PI5P4K). Phosphatidylinositol 5-phosphate 4-kinase type-2 alpha (Homo sapiens), P48426. PI5P4Kalpha enzyme, ADP-Glo luminescence, 60 min; stronger effect = lower value. max response, %. actives 1.2% (n = 330,000); active = max response of -50% or lower; inconclusive = between -30% and -50%; inactive = -30% or higher; note: value at the top dose of about 77 µM; % is set by controls: 0 for no effect and ±100 for the full control effect
Target sequence (P48426 whole entry, looked up): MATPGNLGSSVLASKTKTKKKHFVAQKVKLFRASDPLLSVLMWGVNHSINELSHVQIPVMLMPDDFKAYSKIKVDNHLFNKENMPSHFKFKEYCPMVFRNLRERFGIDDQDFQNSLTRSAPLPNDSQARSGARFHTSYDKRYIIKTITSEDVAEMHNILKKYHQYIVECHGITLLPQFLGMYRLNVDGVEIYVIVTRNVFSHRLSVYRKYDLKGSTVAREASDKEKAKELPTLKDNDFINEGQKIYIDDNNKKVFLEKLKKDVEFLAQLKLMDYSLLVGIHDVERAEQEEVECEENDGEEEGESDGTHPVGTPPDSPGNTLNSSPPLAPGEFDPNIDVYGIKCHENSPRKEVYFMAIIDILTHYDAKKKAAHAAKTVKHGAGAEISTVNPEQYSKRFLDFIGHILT
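ADP-Glo luminescence end-point after a 60 min room-temperature kinase reaction. PI5P4Kalpha and substrate in HEPES pH 7.4 buffer with EGTA, 0.1% CHAPS and 5% DMSO; ATP at 5 microM final.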
EPAC1 antag – qHTS for Antagonist of cAMP-regulated guanine nucleotide exchange factor 3 (EPAC1): primary screen. Rap guanine nucleotide exchange factor 3 (Homo sapiens), O95398. EPAC1 GEF assay, Rap1b-BODIPY-GDP exchange fluorescence. Potency, µM (highest dose often 115 µM), without a hit: top-dose activity change, negative = inhibition, hits mostly inhibitors. actives 0.14% (n = 360,000);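 note: potency is the fitted concentration of half-maximal effect; plate controls were vehicle for no effect and positive control for full effect; nearly all actives have a fitted effect of over 50% in size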
EPAC1 agonist – qHTS for Agonist of cAMP-regulated guanine nucleotide exchange factor 3 (EPAC1): primary screen | actives 0.073% (n = 360,000) | EPAC1 agonist qHTS, biochemical assay; response scale: 100% = response to 6.5 mM cAMP | Potency, µM (highest dose often 154 µM), for inactives: top-dose activation, most hits filed as activators; note: potency is the fitted concentration of half-maximal effect; nearly all actives have a fitted effect of over 60% in size
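EPAC1 100 nM, Rap1B–BODIPY-GDP 250 nM, unlabeled GDP 50 uM; compound titration; 5 min RT; kinetic read ex480/em540 at 5-min intervals ×30 min; data normalized to 6.5 mM cAMP agonist control.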
aSyn rescue – qHTS of alpha-syn Inhibitors; Yeast expressing alpha-synuclein, growth rescue, BacTiter-Glo, 24 h; Potency, µM (top dose mostly 46.1 µM), without a hit: at the top dose growth rescue (activation), most hits filed as activators; actives 0.14% (n = 370,000); AID 652106, 2013; note: potency is the fitted concentration of half-maximal effect; % of control where 0% means no effect; nearly all actives have a fitted effect of over 65% in size
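Rescue of yeast growth: cells expressing toxic alpha-synuclein, induced in galactose at OD600 0.02, incubated with compound 24 h at 30 C. ATP luminescence quantified growth; inhibitors of toxicity appear as activators.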
WRN helicase inh – qHTS for Inhibitors of WRN Helicase; Bifunctional 3'-5' exonuclease/ATP-dependent helicase WRN (Homo sapiens), Q14191; WRN helicase unwinding, fluorescent forked duplex, kinetic; Potency, µM (top dose mostly 114 µM), for the others: at the top dose activity change, negative = inhibition, most hits filed as inhibitors; actives 0.46% (n = 360,000); note: potency is the fitted concentration of half-maximal effect; % is set by controls: 0 for no effect and ±100 for the full control effect; nearly all actives have a fitted effect of over 55% in size
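Primary qHTS, 1536-well format. 20 nM WRN + compound, 15 min RT; start with 100 nM forked fluorophore/quencher duplex, 2 mM ATP (final); kinetic read ex 525/em 598 nm.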
An asterisk follows results filed as active; ? = inconclusive; nt = not tested or not shown; & = joins results of further samples; [ ] = remark or other dose. Unless noted, calls come from the whole dose curve; as a rule, active = well fitted curve in the direction sought with a large enough effect; inconclusive = small, poorly fitted or top-dose-only effect, or another doubt; inactive = no such curve, though single readings can be large; an effect the other way counts as inactive or inconclusive.

#1 O=P(CCl)(Nc1ccccc1)C(Cl)(Cl)Cl (configuration not stated)
#2 COC(=O)C1=C(c2c(C)noc2C)C[C@@H]2CC[C@H]1N2C(=O)NCc1ccc(F)cc1
#3 C[C@@]1([C@@H](NP(=O)(c2ccccc2)c2ccccc2)c2ccccc2)C[C@H]1CCO
#4 Cc1ccc(-c2nc(N(C)C3CCN(C)CC3)c3ccccc3n2)cc1
#5 CCOP(=S)(OCC)N1CC1
#6 N[C@@H](Cc1c[nH]c2ccccc12)c1nnc(SCc2ccccc2F)o1
#7 CC(C(=O)Nc1ccc(Br)cc1C(=O)c1ccccc1)N1CCOCC1 (configuration not stated)
#8 O=[N+]([O-])c1cccc(O)c1
Compound	1	2	3	4	5	6	7	8
FUS suppressor	-12%	3%	23%	-6%	-16%	37%	1%	-35%
IL2 activator	-1.3	0.0	-0.4	-1.2	-0.5	-1.9	-1.9	0.0
Abeta yeast res	-23%	-11%	-5%	-12%	-3%	-7%	-2%	-7%
PLK1 PBD block	-13%	-14%	-5%	-12%	-1%	-1%	-5%	-8%
PI5P4K alpha inh	2	-16	1	nt	3	-2	-2	2
EPAC1 antag	-13%	-1%	-10%	0%	-2%	-7%	-5%	-24%
EPAC1 agonist	4%	-9%	-6%	4%	-3%	3%	-9%	-7%
aSyn rescue	-3%	-1%	-5%	-1%	2%	2%	-4%	4%
WRN helicase inh	-32%	4%	2%	-12%	-11%	2%	6%[57.1 µM]	-6%

#9 Cn1c(C(=O)N2CCC(C(=O)N3CCC4(CC3)OCCO4)CC2)cc2sccc21
#10 CC(=O)OC1CCC2(C)C(=CC(=O)C3C2CCC2(C)C(OC(C)=O)CCC32)C1 (configuration not stated)
#11 Cc1ccc(CN2C(=O)NC(=O)C3(Cc4c(nc5ccccn5c4=O)N4CCCCCC43)C2=O)cc1 (configuration not stated)
#12 CC(C(=O)c1c[nH]c2ccccc12)N1CCOCC1 (configuration not stated)
#13 COc1cc(N2CCOCC2)ccc1/C=C1\C(=O)NC(=O)N(Cc2cccs2)C1=O
#14 COc1cc([N+](=O)[O-])c2nc(C)ccc2c1[N+](=O)[O-]
#15 CCOC(=O)c1cccc(C2=C(CNC(C)=O)[C@H]3CC[C@@H](C2)N3Cc2ccccc2)c1
#16 CC1=C(C(=O)N2CCC3(CC2)OCCO3)C2(CCC(C)CC2)OC1=O (configuration not stated)
Compound	9	10	11	12	13	14	15	16
FUS suppressor	0%	nt	22%	-16%	9%	nt	-9%	14%
IL2 activator	-1.6	-1.9	-0.7	-0.5	0.3	-0.4	-1.2	-1.5
Abeta yeast res	14%	6%	30%	-24%	-2%	-24%	0%	-14%
PLK1 PBD block	-7%	-7%	-2%	-1%	?	-7%	-9%	-4%
PI5P4K alpha inh	nt	8	nt	5	-29	-11	9	2
EPAC1 antag	-5%	-1%	-14%	1%	-13%	-10%	-7%	14%
EPAC1 agonist	7%	-2%	18%	8%	-7%	-6%	7%	-3%
aSyn rescue	4%	-11%	13%	1%	1%	12%	4%	-2%
WRN helicase inh	0%	-3%	-8%	4%	50µM*	-15%	-11%	4%

#17 C[C@@H]1CN([C@@H](C)CO)C(=O)CCCn2nncc2CO[C@H]1CN(C)C(=O)Oc1ccccc1
#18 CC(C)N1CCN(c2ccc(O)cc2)CC1
#19 Cc1cccc(CN2CCN(Cc3ccc(Cl)cc3)CC2)c1
#20 COc1cc(CN2CC=C(c3ccc(F)cc3)CC2)cc(OC)c1
#21 CS(=O)(=O)c1ccc(C2=C(CNC(=O)c3cccs3)[C@H]3CC[C@@H](C2)N3Cc2ccccc2)cc1
#22 CC(=O)OC(C)(C)/C=C/C(=O)[C@](C)(O)C1[C@H](O)C[C@@]2(C)C3CC=C4C(C[C@H](O)C(=O)C4(C)C)[C@]3(C)C(=O)C[C@]12C (some centres not stated)
#23 COC(=O)C1=C(c2ccc(OC)c(OC)c2)C[C@@H]2CC[C@H]1N2C(=O)NCCOc1ccccc1
#24 CN(C)CCN=Cc1c(O)n(CCC2=CCCCC2)c(=O)[nH]c1=O
Compound	17	18	19	20	21	22	23	24
FUS suppressor	-6%	nt	nt	-13%	-17%	1%	8%	13%
IL2 activator	-3.7	-0.3	0.6	0.2	1.0	-0.5	0.3	2.2
Abeta yeast res	1%	-5%	5%	3%	-6%	-6%	2%	-1%
PLK1 PBD block	-21%	-4%	3%	8%	-11%	0%	-1%	-7%
PI5P4K alpha inh	4	-9	1	-5	1	-3	-10	nt
EPAC1 antag	-1%	-5%	1%	14%	-26%	-12%	13%	4%
EPAC1 agonist	-16%	1%	-3%	2%	-2%	4%	1%	3%
aSyn rescue	-2%	-1%	?	4%	5%	-6%	1%	-1%
WRN helicase inh	-7%	-1%	-7%	1%	-8%	3%	15%	-1%

#25 COC(=O)c1c(C)n(Cc2ccccc2)c2ccc(O)cc12
#26 C=CCn1c(O)c(/C=N/N2CCCCC2c2cccnc2)c(=O)[nH]c1=S (configuration not stated)
#27 CCOc1ccc(Cc2c(O)[nH]c(=O)[nH]c2=O)cc1
#28 NS(=O)(=O)c1ccc(CCNC(=O)c2ccc(Cl)c(S(=O)(=O)N3CCCCCC3)c2)cc1
#29 O=C1NC(=O)C(C(CC(=O)c2ccccc2)c2ccccc2)C(=O)N1 (configuration not stated)
#30 CN1CCc2cc(O)cc3c2[C@H]1Cc1ccc(O)c(O)c1-3
#31 COc1ccc(C(c2nnnn2-c2ccc3c(c2)OCCO3)N2CCC(n3c(=O)[nH]c4ccccc43)CC2)cc1 (configuration not stated)
#32 C=CCN1C(=O)C2(C(C(=O)OCC)=C(N)Oc3c2c(=O)oc2ccccc32)c2ccccc21 (configuration not stated)
Compound	25	26	27	28	29	30	31	32
FUS suppressor	16%	-16%	-1%	nt	7%	2%	?	23%
IL2 activator	0.7	-2.4	-0.5	-6.6	-0.4	-0.2	0.3	3.4
Abeta yeast res	6%	-7%	-6%	-15%	-10%	-19%	-5%	-10%
PLK1 PBD block	1%	-9%	-9%	1%	2%	-10%	-3%	-16%
PI5P4K alpha inh	-3	5	-9	-3	7	-52*	-3	-9
EPAC1 antag	2%	-9%	2%	-1%	-3%	?	3%	0%
EPAC1 agonist	7%	6%	3%	11%	-5%	-5%	14%	5%
aSyn rescue	2%	-6%	-2%	3%	-1%	-7%&-1%&0%	-1%	1%
WRN helicase inh	-4%	-10%	-7%	?	-12%	-35%	-5%	-5%

A run of entries from the list above:
#25 COC(=O)c1c(C)n(Cc2ccccc2)c2ccc(O)cc12
#26 C=CCn1c(O)c(/C=N/N2CCCCC2c2cccnc2)c(=O)[nH]c1=S (configuration not stated)
#27 CCOc1ccc(Cc2c(O)[nH]c(=O)[nH]c2=O)cc1
Compound	25	26	27
FUS suppressor	16%	-16%	-1%
IL2 activator	0.7	-2.4	-0.5
Abeta yeast res	6%	-7%	-6%
PLK1 PBD block	1%	-9%	-9%
PI5P4K alpha inh	-3	5	-9
EPAC1 antag	2%	-9%	2%
EPAC1 agonist	7%	6%	3%
aSyn rescue	2%	-6%	-2%
WRN helicase inh	-4%	-10%	-7%

(list continues)
#33 CC(=O)O[C@H]1C[C@@H]2CC[C@@H]3[C@H](CC[C@]4(C)C(=O)CC[C@@H]34)[C@@]2(C)C[C@@H]1OC(C)=O
#34 O=[N+]([O-])c1ccc(C(=Nc2ccccc2)N2CC2)cc1
#35 O=C1NC(=O)N(Cc2ccco2)C(=O)/C1=C\c1cccn1CCOc1ccc(Cl)cc1
#36 O=S1(=O)N(Cc2ccc(F)cc2)CCCN1Cc1ccccc1Cl
#37 COC(=O)C1C2CC[C@@H](CC1OC(=O)c1ccccc1)N2 (some centres not stated)
#38 C[C@]12CC(=O)CC1CCC1C2CC[C@@]2(C)C1CC[C@@H]2O (some centres not stated)
#39 Cc1ccc(-n2c(O)c(C=NCCN3CCOCC3)c(=O)[nH]c2=O)cc1
#40 CN(C)CC1CSCCC1(O)c1cccc(Cl)c1 (configuration not stated)
#41 Cc1ccsc1C(=O)C1CCCN(Cc2ccn[nH]2)C1 (configuration not stated)
Compound	33	34	35	36	37	38	39	40	41
FUS suppressor	-5%	nt	nt	26%	-32%	39%	-3%	15%	-20%
IL2 activator	-3.1	-0.9	-2.7	-1.0	0.6	-1.5	0.7	-1.7	0.2
Abeta yeast res	4%	1%	1%	-9%	-23%	-39%[inhibitor]	10%	4%	0%
PLK1 PBD block	-4%	4%	1.9µM*	-5%	-3%	-10%	-2%	-2%	1%
PI5P4K alpha inh	0	6	-54*	4	0	-12	0	0	3
EPAC1 antag	-13%	3%	50µM*	-15%	3%	8%	0%	7%	13%
EPAC1 agonist	2%	-4%	-12%	9%	nt	-7%	0%	-3%	-4%
aSyn rescue	-2%	2%	-6%	-2%	-2%	-4%	0%	1%	-2%
WRN helicase inh	-4%	-16%	50µM*	-4%	3%	1%	-2%	0%	2%

Not all compounds are listed (hit frequency here may not be typical).
